Screening data (PubChem)
L3MBTL1 block: L3MBTL1 (human) inhibition; Q9Y468; AlphaScreen L3MBTL1–H3K9me1 peptide binding; Potency, µM (series often up to 57.1 µM), inactives show at the highest dose activity, negative = inhibition, actives largely listed as inhibitors; 230,000 tested, 0.66% active; active = well fitted inhibition curve with a large enough effect; inconclusive = small, poorly fitted or top-dose-only effect; inactive = no such curve, though single readings can be large or run the other way; note: nearly all actives have a fitted effect of over 60% in size
Target sequence (Q9Y468 whole entry, looked up): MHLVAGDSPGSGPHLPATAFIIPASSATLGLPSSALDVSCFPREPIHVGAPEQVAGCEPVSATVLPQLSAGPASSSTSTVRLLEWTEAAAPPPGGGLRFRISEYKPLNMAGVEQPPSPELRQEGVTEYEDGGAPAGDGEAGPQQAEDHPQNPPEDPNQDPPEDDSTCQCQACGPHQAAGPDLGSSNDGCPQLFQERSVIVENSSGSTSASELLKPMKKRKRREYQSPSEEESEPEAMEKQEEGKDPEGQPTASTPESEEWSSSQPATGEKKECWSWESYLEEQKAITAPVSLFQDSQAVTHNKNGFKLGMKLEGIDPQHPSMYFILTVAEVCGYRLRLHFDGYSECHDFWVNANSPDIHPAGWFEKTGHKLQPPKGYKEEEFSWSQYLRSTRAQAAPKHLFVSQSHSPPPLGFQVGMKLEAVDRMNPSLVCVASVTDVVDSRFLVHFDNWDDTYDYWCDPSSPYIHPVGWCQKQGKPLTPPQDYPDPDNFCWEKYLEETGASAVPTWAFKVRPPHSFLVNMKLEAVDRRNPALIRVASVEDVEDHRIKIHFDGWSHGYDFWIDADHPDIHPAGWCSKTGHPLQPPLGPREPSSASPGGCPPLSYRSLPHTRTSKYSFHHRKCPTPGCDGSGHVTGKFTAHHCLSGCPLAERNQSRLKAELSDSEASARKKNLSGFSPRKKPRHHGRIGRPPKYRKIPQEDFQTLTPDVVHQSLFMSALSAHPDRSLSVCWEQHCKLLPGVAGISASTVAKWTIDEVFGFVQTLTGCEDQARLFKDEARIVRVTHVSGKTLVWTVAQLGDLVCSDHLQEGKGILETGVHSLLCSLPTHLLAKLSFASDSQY
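First, the protein-peptide complex forms for 30 min at room temperature (L3MBTL1 50 nM, biotinylated H3K9me1 peptide 75 nM). Next, compounds are pin-transferred and incubated 30 min. Finally, AlphaScreen beads are added and read after 30 min.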
Numbers without * were called inactive; ? = inconclusive; & = joins results of further samples; [ ] = remark or other dose. % is set by controls: 0 for no effect and ±100 for the full control effect; potency is the fitted concentration of half-maximal effect.

SMILES	L3MBTL1 block
COc1cc(C2N(C)C(=O)c3ccccc3N2C)ccc1O (centres undefined)	-4.3%
Nc1c(-c2ccccc2)cnc2c(-c3ccccc3)cnn12	3.5%
Cc1cc(C(=O)COC(=O)C2=COCCO2)c(C)n1-c1ccccc1	?
COc1ccc(S(=O)(=O)N(C)C[C@@H]2Oc3ccc(NS(C)(=O)=O)cc3C(=O)N([C@@H](C)CO)C[C@H]2C)cc1	4.5%
CN1C(=O)N(CC(=O)N2CCN(c3ccccc3F)CC2)C(=O)C12CCCCC2	4.4%
CCN(CC(=O)NC(C)C)C(=O)c1cc(S(=O)(=O)N2CCCCC2)ccc1N1CCCCC1	4.8%
CCOC(=O)C1CCN(C(=O)c2cccc(NC3=NC4CS(=O)(=O)CC4S3)c2)CC1 (centres undefined)	-0.6%
Cc1ccsc1C(=O)OCC(=O)NC1CC1	7.5%
O=C(CN1C(=O)COc2ccc(Cl)cc21)Nc1ccccn1	3.6%
COc1ccccc1C(=O)NC(CCSC)C(=O)NNC(=O)c1ccncc1 (centres undefined)	21.9%
Cc1csc(=O)n1CC(=O)OCC(=O)NNC(=O)c1ccc([N+](=O)[O-])cc1	0.1%
COc1cccc(N2CCN(C(=O)CCC(=O)N3CCOc4ccc(C)cc43)CC2)c1	-2.4%
CC(C)(C)NC(=O)NC(=O)CSc1ccc(S(=O)(=O)N2CCCCC2)cn1	39.7%[activator]
Cc1ccc(C)c(NC(=O)c2cc(S(=O)(=O)N3CCOCC3)cn2C)c1	-0.2%
CC(C)(C)C1CCC(C(=O)Nc2nccs2)CC1 (centres undefined)	-5.0%
Cc1ccccc1-n1c(SCC(=O)N2CCN(c3ccccn3)CC2)nnc1N1CCOCC1	7.3%
COc1ccc(-c2cc3cc(-c4cc(OC)c(OC)c(OC)c4)ccc3o2)cc1	0.2%
Cc1ccccc1C(=O)N1CCN(c2ncccn2)CC1	6.1%
NC(N)=Nc1nc(-c2ccccc2)c2cc(Cl)ccc2n1	-9.7%[2.29 µM]
O=C1CN(C(=O)c2ccccc2C(=O)O)c2ccccc2N1	?
NC(=NCCc1ccccc1)c1cccc([N+](=O)[O-])c1	-2.0%
O=C(NCCCNC(=O)c1ccccc1Br)c1ccccc1Br	-3.0%
O=C1Cc2cc(S(=O)(=O)Nc3cccc(F)c3)ccc2N1	-5.5%
CN(CC(=O)Nc1ccc(F)c(F)c1F)C(=O)c1ccc2c(c1)NC(=O)CS2	-1.9%
Cc1cc(C)nc(OC(C(=O)O)C(OCCc2ccccc2)(c2ccc(F)cc2)c2ccc(F)cc2)n1 (centres undefined)	-5.9%
COc1ccc(NC(=O)N(C)C[C@H]2Oc3c(NC(=O)Cc4ccccc4)cccc3C(=O)N([C@H](C)CO)C[C@@H]2C)cc1	6.1%
O=C(O)CCn1c(-c2ccccn2)nc2ccccc21	?
CCN1C(=O)[C@H]2[C@H]3CN=C(SCc4ccc(C#N)cc4)N3[C@@](Cc3ccccc3)(C(=O)OC)[C@H]2C1=O	0.0%
O=C(NCCC1CCCCN1S(=O)(=O)c1ccccc1)C(=O)Nc1ccccc1F (centres undefined)	-1.2%
COc1ccccc1NC(=O)C(C(C)C)N1C(=O)c2ccccc2C1=O (centres undefined)	1.1%
CNc1nc(-c2ccc(S(=O)(=O)N3CCCCC3)cc2)cs1	-2.9%
CC(C)(C)[C@H](N)C(=O)N[C@H]1CCC2C3CC=C4C[C@@H](O)CC[C@]4(C)C3CC[C@@]21C (some centres undefined)	11.4%
O=C(c1cn(-c2ccccc2)nc1-c1cccnc1)N1CCN(S(=O)(=O)c2ccccc2F)CC1	-2.4%
O=C(Nc1nccs1)c1nc[nH]c1C(=O)NCc1ccccc1	-9.3%
NC(=O)CC(NC(=O)Cc1ccc(Cl)cc1)c1ccc(NC2CC3CCC2C3)c([N+](=O)[O-])c1 (centres undefined)	-20.7%
Cc1cc(C(=O)N(Cc2nnc(-c3ccc(Cl)cc3)o2)C(C)C)c2ccccc2n1	2.6%
COc1cccc(CN(C)CC(=O)Nc2ccccc2C(=O)NC2CC2)c1	6.2%
Cc1ccc(OCC(=O)Oc2c(C)cccc2C)cc1C	47.9%[activator]
CSc1ncc(C(=O)Nc2ccccc2)cn1	1.9%
CCOC(=O)Nc1ccc2c(c1)N(C(=O)CN)c1ccccc1CC2	-9.7%
CCN(C[C@H]1N[C@@](CC)(C(=O)OC)[C@H]2C(=O)N(Cc3ccccc3)C(=O)[C@@H]12)S(=O)(=O)c1ccc(OC)cc1	7.3%
CNC(=O)c1ccc(NC(=O)c2ccc3c(=O)n4c(nc3c2)CCC4)cc1	-15.3%
COc1ccc(C(=O)C2CCCN(C(=O)CSC)C2)cc1OC (centres undefined)	2.2%
COc1ccc(N2CCN(C(CNC(=O)c3cccs3)c3ccco3)CC2)cc1 (centres undefined)	-11.7%
CN(CC(=O)Nc1ccccc1Br)C(=O)c1cccn1C	-2.4%
Cc1cnc(C(=O)OCC(=O)N(CC(C)C)C2CCS(=O)(=O)C2)cn1 (centres undefined)	0.3%
Oc1cc(NCc2ccccc2)cc2cccnc12	?
CCN(CC(=O)Nc1ccc(NC(C)=O)cc1)C(=O)CCCc1nc2ccccc2c(=O)[nH]1	8.5%
NS(=O)(=O)c1ccc(NC(=O)c2ccc(S(=O)(=O)N3CCCCC3)cc2)cc1	-3.1%
CCOc1cccc(C(=O)N2CCCN(C)CC2)c1	-0.7%
CCC1(CC)Cc2ccccc2-c2nc(CCl)[nH]c(=O)c21	7.9%
CC1CN(C(=O)CCC(=O)NCc2ccc(Cl)cc2)c2ccccc2S1 (centres undefined)	3.4%
C/C(=N\Nc1nc(C(C)(C)C)cs1)c1ccc(O)cc1	-7.1%
Cc1ccc(C(C)C)c(OCC#CCN2CCOCC2)c1	2.6%
CC1CCC(NC(=O)C2CCN(C(=O)Nc3ccccc3)CC2)CC1 (centres undefined)	4.8%
O=C(COC(=O)[C@@H]1CC(O)CN1S(=O)(=O)c1ccc(Cl)c(Cl)c1)NC(=O)NCc1ccccc1 (some centres undefined)	0.5%
COc1cc2cnc(CCCC#N)cc2cc1OC	5.0%
COc1ccc(-c2sc3cc(OC)c(OC)cc3c2C#CC(C)(C)O)cc1	1.9%
CCCCn1c(N)c(N(CCOC)C(=O)Cn2c(=O)cnc3ccccc32)c(=O)[nH]c1=O	2.3%
Cc1cc(C(=O)COC(=O)c2ccc(O)cc2O)c(C)n1C(C)C	-3.2%

(further entries)
SMILES	L3MBTL1 block
CCCn1c(N)c(N2CCCCC2)c(=O)n(CC(=O)Nc2ccccc2C(F)(F)F)c1=O	0.6%
O=[N+]([O-])c1ccc2nc(C3CCCCC3)[nH]c2c1	5.7%
CCCCCOC(=O)C1=C(C)NC(=O)NC1c1ccc(OC)cc1 (centres undefined)	5.0%
CC(C)(O)c1[nH]c2ccc(C(F)(F)F)cc2c1C(C)(C)O	-2.6%
COc1cc(CNc2ncc(-c3ccc(Cl)cc3)n2C)cc(OC)c1OC	-9.3%
O=C(Cn1cnc2ccccc2c1=O)NNC(=O)c1cccc([N+](=O)[O-])c1	-3.4%
COc1ccc(NS(=O)(=O)c2cc(C(=O)Nc3ccccc3C(=O)O)ccc2C)cc1	-3.4%
CCOc1ccc(CCNC(=O)c2cccc(S(=O)(=O)N3CCN(C(C)=O)CC3)c2)cc1OCC	-5.2%
Cc1ccc2c(c1)C1(OCCCO1)C(=O)N2	9.5%
Cc1ccnc(NC(=O)C2CCN(S(=O)(=O)c3ccc(C)c(C)c3)CC2)c1	4.7%
O=C(NCc1ccccc1)c1ccc2c(c1)S(=O)(=O)c1cc(Cl)ccc1C2=O	-14.1%
CCOC(=O)C1C(O)=CC(=O)CC1c1ccccc1 (centres undefined)	-10.5%
O=S1(=O)[C@H]2C[C@@H]3C=C[C@@]2(CN1Cc1ccccc1F)O3	3.0%
CC[C@@]1(C(=O)OC)N[C@H](CN(C)S(=O)(=O)c2ccc(OC(F)(F)F)cc2)[C@@H]2C(=O)N(C)C(=O)[C@@H]21	-1.5%
O=C(COC(=O)Cc1cccs1)Nc1ccc(OC(F)(F)F)cc1	-1.5%
COc1cccc(NS(=O)(=O)c2c(C)nc3sccn3c2=O)c1	-2.0%
Cc1ccc2nc(NC(=O)CN3C(=O)NC4(CCCC4)C3=O)sc2c1	6.8%
O=C(c1cccc(F)c1)N1CCCc2ccccc21	7.9%
COc1ccc(CNC(=O)CN2C(=O)NC3(CCCc4sccc43)C2=O)cc1OC (centres undefined)	-7.4%
CCN(CC(=O)NCc1cccs1)C(=O)c1ccc(S(=O)(=O)Nc2ccccc2OC)cc1	-4.9%
CN(C)N=Nc1ccc(S(=O)(=O)NC(Cc2ccccc2)C(=O)O)cc1 (centres undefined)	-3.1%
Cc1cc(C)c(C(=O)OCC(=O)NC(=O)c2ccccc2)c(C)c1	12.7%
CC(NC(=O)C1=CC=CN2CCS(=O)(=O)N=C12)c1ccc(Cl)c(Cl)c1 (centres undefined)	4.5%
Cc1cccc(Cn2c(C)nc3ccc([N+](=O)[O-])cc3c2=O)c1	-4.0%
Cc1coc2cc3oc(=O)c(CCC(=O)NCCCn4ccnc4)c(C)c3cc12	-2.2%
CC1CN(C(=O)/C=C/c2ccccc2Cl)CC(C)O1 (centres undefined)	2.6%
CCCOc1ccc(NC(=O)CCC(=O)NC(C)c2ccccc2)cc1 (centres undefined)	0.5%
O=C(NCc1ccc(F)cc1)C(=O)NCC1CCCN1S(=O)(=O)c1ccccc1 (centres undefined)	1.6%
COc1ccccc1NS(=O)(=O)c1ccc(C(=O)N2CCN(c3ccccc3)CC2)cc1	4.8%
Cc1cc(C)c(C#N)c(SCC(=O)N(CC(C)C)C2CCS(=O)(=O)C2)n1 (centres undefined)	-0.4%
CC(C)(C)c1ccc(NC(=O)COC(=O)c2ccc3ncsc3c2)cc1	25.6%
O=C1CN(C(=O)COC(=O)Cc2ccccc2F)c2ccccc2N1	-0.3%
O=C(COC(=O)Cc1c(Cl)cccc1Cl)NC1CCCC1	11.4%
COc1ccc2oc(C(=O)Nc3nccs3)c(C)c2c1	-3.9%
Cc1ccc(Cl)cc1C1=CC(=O)C[C@H](c2ccc(F)cc2)C1	30.6%[activator]
Cc1ccc(CNC(=O)C(=O)NCC2CCCN2S(=O)(=O)c2cc(C)ccc2C)cc1 (centres undefined)	-2.0%
C[C@H](CO)N1C[C@H](C)[C@@H](CN(C)Cc2ccc(-c3ccccc3)cc2)Oc2c(NC(=O)Nc3ccc4c(c3)OCO4)cccc2C1=O	-8.9%
O=C(COC(=O)CCNS(=O)(=O)c1ccc(Cl)cc1)Nc1ccccc1OC(F)F	6.7%
O=C(CN1C(=O)c2ccccc2S1(=O)=O)Nc1cccc(S(=O)(=O)N2CCOCC2)c1	-28.5%
CN1CCN(c2ccc(S(=O)(=O)N3CCCCC3)cc2NC(=O)CCc2ccccc2)CC1	-2.0%
CC(C)CCN1CCN=C1Nc1ccccc1	-0.6%
CCCCCCCNC(=O)C1(CC2CC(c3ccc(Cl)cc3)=NO2)CCN(C(=O)C2(C)CC2)CC1 (centres undefined)	-2.4%
COc1ccc(NC(=O)CSc2nnc3ccc(-c4cccnc4)nn23)cc1	-6.9%
Cc1cccc(-c2ccc3ncnc(NCc4cccnc4)c3c2)c1	-2.4%&5.6%
O=C(Nc1ccccn1)C1CCN(C(=O)c2ccc(F)cc2)CC1	-2.0%

As entered above.
CC(C)(O)c1[nH]c2ccc(C(F)(F)F)cc2c1C(C)(C)O in L3MBTL1 block: -2.6%
NC(=NCCc1ccccc1)c1cccc([N+](=O)[O-])c1 in L3MBTL1 block: -2.0%
CCN(CC(=O)NC(C)C)C(=O)c1cc(S(=O)(=O)N2CCCCC2)ccc1N1CCCCC1 in L3MBTL1 block: 4.8%
CC1CCC(NC(=O)C2CCN(C(=O)Nc3ccccc3)CC2)CC1 (centres undefined) in L3MBTL1 block: 4.8%
COc1ccccc1NS(=O)(=O)c1ccc(C(=O)N2CCN(c3ccccc3)CC2)cc1 in L3MBTL1 block: 4.8%

(listing goes on)
SMILES	L3MBTL1 block
COCCN(C(=O)C1CCC1)c1c(N)n(CC(C)C)c(=O)[nH]c1=O	5.1%
Cc1ccc(S(=O)(=O)N2CCC(C(=O)OC(C)C(=O)N(C)c3ccccc3)CC2)cc1C (centres undefined)	-1.0%
Cc1cc(NC(=O)CSCC(=O)Nc2ccc(C)c(C)c2)no1	1.9%
CC(C)c1cc(=O)[nH]c(N2CCN(Cc3ccc4c(c3)OCO4)CC2)n1	1.3%[2.29 µM]
CSc1ncccc1C(=O)OCC(=O)Nc1ccc(C)c(S(=O)(=O)N2CCOCC2)c1	2.1%
Clc1ccccc1C1Nc2cccc3cccc(c23)N1	?
CCN(c1ccccc1)S(=O)(=O)c1ccc(OC)c(NC(=O)c2cc(F)c(F)c(F)c2F)c1	11.8%
O=C(NCC1CCCN(Cc2cccc(F)c2)C1)c1cccc2ccccc12 (centres undefined)	-11.0%
CCCNCC(=O)Nc1cccc(S(=O)(=O)NC2=NCCCCC2)c1	-3.7%
O=C(/C=C/c1ccco1)OCC(=O)c1ccc(OC(F)F)cc1	-14.7%
C[C@@H](OC(=O)c1[nH]cnc1C(=O)N1CCN(C(=O)OC(C)(C)C)CC1)c1ccccc1	10.9%
CCOc1ccc(NC(=O)COC(=O)c2cc(=O)c3ccccc3o2)cc1	4.1%
O=C(COc1ccc(Cl)c2cccnc12)N1CCOCC1	4.6%
CC(OC(=O)c1ccc(Cl)nc1)C(=O)NC1(C#N)CCCCC1 (centres undefined)	-5.9%
C=CCSc1nnc(NC(=O)c2c(CC)noc2C)s1	5.0%

Gathered by group, the compounds so far containing a CF3 group (four)
SMILES	L3MBTL1 block
CCCn1c(N)c(N2CCCCC2)c(=O)n(CC(=O)Nc2ccccc2C(F)(F)F)c1=O	0.6%
CC(C)(O)c1[nH]c2ccc(C(F)(F)F)cc2c1C(C)(C)O	-2.6%
CC[C@@]1(C(=O)OC)N[C@H](CN(C)S(=O)(=O)c2ccc(OC(F)(F)F)cc2)[C@@H]2C(=O)N(C)C(=O)[C@@H]21	-1.5%
O=C(COC(=O)Cc1cccs1)Nc1ccc(OC(F)(F)F)cc1	-1.5%

This is a subset; the hit share may differ from the screen's.
